# TAG inh: inhibitors of triacylglycerol accumulation, primary screen, cell-based, uHTS, fluorescence, H9c2; H9c2 cells, Nile Red lipid (TAG) fluorescence; cells loaded with 200 µM oleic acid; inhibition, % at 12.5 µM; 230,000 compounds, 0.66% hits;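 active = pattern-corrected inhibition of lipid staining of at least 50% with the nuclear-stain viability signal not falling by more than 50%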;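 note: 0% = DMSO wells and 100% = triacsin C control wells; some results filed as inactive read as strong as hits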
# TAG inh DAPI viability: further read-out of TAG inh, marked with its call; DAPI nuclei signal change (viability), lower = more cytotoxic, %;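 whole-well DAPI fluorescence read on a plate reader as a viability signal; minus 50 percent equals half of cells still viable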
# * = called active by the depositor; i = inactive. Not all compounds are listed, so the mix of outcomes need not match the whole.
Molecule	TAG inh	TAG inh DAPI viability
CC(Oc1ccc(Cl)cc1)C(=O)OCC(=O)Nc1ncc(Cl)cc1Cl (stereo not given)	2.8	-6.8
O=C1CC(c2ccccc2F)c2c(c3ccccc3[nH]c2=O)O1 (stereo not given)	11.2	5.8
Cc1cc(=O)oc2cc(OCC(=O)OCC(=O)N3CCc4ccccc43)ccc12	14.9	-5.3
Cc1ccc(CNC(=O)c2nnc(Cc3ccc(Cl)cc3)o2)cc1	-2.0	-6.3
COc1ccccc1-n1nnnc1SCC(=O)Nc1ccccc1	-8.6	-6.5
CC(C)c1nc2oc3c(NCC4CCCO4)ncnc3c2c2c1CCC2 (stereo not given)	9.1	0.3
C[C@@H]1CN([C@@H](C)CO)C(=O)c2cc(NC(=O)C3CC3)ccc2O[C@@H]1CN(C)Cc1ccc(Cl)c(Cl)c1	0.7	0.5
COc1cccc(CNC(=O)Cc2csc(Nc3nc(=S)[nH]c4ccccc34)n2)c1	-16.0	7.3
COc1ccc(CN(C)C(=O)c2ccc(NC(=O)CC3SC(N4CCCC4)=NC3=O)cc2)c(OC)c1OC (stereo not given)	10.9	-7.4
CC1(C)CC(=O)C2=C(C1)NC(Nc1nc3ccccc3o1)=NC2c1ccccn1 (stereo not given)	8.7	-20.3
Cc1noc(C)c1C(=O)N1CCCC(C(=O)c2cccc(C(F)(F)F)c2)C1 (stereo not given)	0.6	6.1
O=C(O)C(Cc1ccccc1)N1Cc2ccccc2C1=O (stereo not given)	-19.3	9.5
O=S(=O)(NCCSc1nnnn1-c1ccccc1)c1cccs1	-17.5	3.5
COC(=O)C1=NNC2(C)C(=O)N(c3ccc(C)cc3)C(=O)C12 (stereo not given)	2.8	1.5
COC(=O)C1=C(C)Nc2c(c(=O)n(C)c(=O)n2C)C1c1ccc(C)cc1 (stereo not given)	-22.2	6.0
COc1ccccc1N1C(=O)CC(c2ccccc2)CC1=O	-7.9	-14.1
COCCOC(=O)C(C#N)c1nc2ccccc2nc1N1CCN(Cc2ccccc2)CC1 (stereo not given)	30.6	4.1
Cc1cc(C)c(S(=O)(=O)N2CCCCC2CCNC(=O)C(=O)NCCN2CCOCC2)c(C)c1 (stereo not given)	10.3	-1.2
COc1ccc(CN(C(=O)CNC(=O)c2ccco2)C(C(=O)NC2CCCC2)c2ccco2)cc1 (stereo not given)	-4.6	-3.4
OC[C@@H]1CN(CCc2ccccc2)C[C@H](n2cnc3c(N4CCOCC4)ncnc32)O1	6.5	-1.6
Cc1ccc(NC2=Nc3ccccc3CC2)cc1	4.8	4.1
Cc1ccc(-c2cc(C(=O)Nc3ccc(S(=O)(=O)Nc4onc(C)c4C)cc3)[nH]n2)c(O)c1	-0.9	-1.3
Cc1ccc(S(=O)(=O)N2C[C@@H]3[C@H]4CC[C@H](C4)[C@@H]3[C@@H](C)[C@@H]2c2cn(Cc3ccccc3)c3ncccc23)cc1	21.3	5.6
Cc1cccc(C)c1NC(=O)c1cnn(-c2ccccc2)c1C	-0.9	7.4
Cc1cccc(OCCCC(=O)NC2CCCCC2)c1	3.1	-6.0
O=C(Cc1c(F)cccc1Cl)Nc1cc(S(=O)(=O)N2CCCCC2)ccc1N1CCOCC1	-12.2	-2.3
COc1cc(NS(=O)(=O)c2ccc(C)cc2)c2c(c1N)C(=O)c1ccccc1C2=O	28.1	-12.1
OC[C@@H]1CN(Cc2ccccc2)C[C@H](n2ccc3c(N4CCCC4)ncnc32)O1	17.6	-12.8
COc1ccc(-c2noc(CN3CCOCC3)n2)cc1OC	7.5	11.5
CN(C)C(=O)CCc1ccc2c3c([nH]c2c1)[C@]1(CCC2CCCC2)[C@@H](C(=O)N2CCOCC2)C[C@H](CC(=O)NCCc2ccccn2)C(=O)N1CC3	-5.1	12.2
Cc1ccc(-n2nc3c(c2NC(=O)CC(C)C)CS(=O)C3)cc1 (stereo not given)	-6.9	-0.2
COC(=O)CC1NCCNC1=O (stereo not given)	4.1	-5.0
COc1ccccc1CCC(=O)OCC(=O)Nc1cc(S(=O)(=O)N2CCOCC2)ccc1C	-1.2	4.2
O=C(NC1CCS(=O)(=O)C1)c1cn(-c2ccccc2)nc1-c1ccccc1 (stereo not given)	18.4	-8.5
O=C(CN1C(=O)c2cccc3cccc(c23)C1=O)NCCN1CCOCC1	9.5	-7.4
CC(=O)Nc1ccc2c(COC(=O)[C@H](C)N3C(=O)C4CCCCC4C3=O)cc(=O)oc2c1 (stereo not given in full)	-5.1	2.4
COc1ccc2nc(Nc3nc4cc5c(cc4s3)OCCO5)sc2c1	7.0	18.6
O=C(Nc1ccc(Cl)c(S(=O)(=O)N2CCCCC2)c1)c1ccco1	-15.7	-5.8
CC(C)n1c(-c2cccs2)nc2ccccc21	-13.3	0.2
CCCc1n[nH]c2c1C(=O)C(C(=O)OC)C(C)(C)C2 (stereo not given)	-16.7	-0.7
CC1=C(C(=O)N2CCOCC2)CC(CC(=O)NCCN2CCOCC2)C(=O)N1CCC1=CCCCC1 (stereo not given)	12.9	-0.8
N#CC1=C(S)N(c2ccccc2)C(c2ccc(-c3ccc(Cl)c(Cl)c3)o2)NC1=O (stereo not given)	6.6	4.8
CCCCC(=O)Nc1nc2c(OC)ccc(OC)c2s1	-1.9	8.3
Cc1noc(C)c1COC(=O)CNC(=O)c1cccc(F)c1	4.0	-1.2
CC(C)(C)CN1CCNC(=O)C1CC(=O)NCCc1cnn(-c2ccccc2)c1 (stereo not given)	-18.7	10.1
O=S1(=O)N[C@@H](c2ccccc2)COc2cc(Br)ccc21	-21.8	9.2
Cc1nc(N2CCN(Cc3ccc4c(c3)OCO4)CC2)c2oc3ccccc3c2n1	-14.9	13.7
C=CCn1c(SCC(=O)Nc2cc(C)on2)nc2sc(CC)cc2c1=O	-4.8	0.8
C=C(Cl)COc1cc(C)cc2oc(=O)cc(CC)c12	-6.2	4.2
Cc1ccc(CSc2nc3ccccc3c(=O)[nH]2)cc1	-30.5	1.6

# More records follow.
Molecule	TAG inh	TAG inh DAPI viability
CN(CC(=O)Nc1ccccc1C(F)(F)F)C(=O)Cc1ccc(S(=O)(=O)N2CCOCC2)s1	4.1	-6.7
N/C(=N\OC(=O)COc1ccccc1Cl)c1ccc(Cl)cc1	-2.9	11.4
Cc1cc(NC(=O)CCCN2C(=O)c3cccnc3C2=O)no1	2.9	-0.8
COc1cccc(OC)c1OCCCCN1CCCCC1	8.0	6.5
CCCNC(=O)c1c(CSc2ccc(Cl)cc2)noc1C(=O)NCc1ccccc1	-9.3	-0.7
COc1cccc(/C=C/c2nc(C#N)c(NCC(C)C)o2)c1	10.2	i
CCCCn1c(N)c(N(Cc2ccccc2OC)C(=O)COc2cc(C)ccc2Cl)c(=O)[nH]c1=O	2.3	-3.8
CN(C(=S)NC(=O)C12CC3CC(CC(C3)C1)C2)c1ccc(O)cc1	22.1	7.7
c1cnc2c(-c3ccc4nccn4c3)cccc2c1	3.7	-5.1
CCN(C(=O)CSc1nc2ccccc2n1C)C1CCS(=O)(=O)C1 (stereo not given)	2.8	1.3

# An excerpt of these results, with each value named.
CCCNC(=O)c1c(CSc2ccc(Cl)cc2)noc1C(=O)NCc1ccccc1
  TAG inh = -9.3 | TAG inh DAPI viability = -0.7

COc1cccc(/C=C/c2nc(C#N)c(NCC(C)C)o2)c1
  TAG inh = 10.2 | TAG inh DAPI viability = i

CCCCn1c(N)c(N(Cc2ccccc2OC)C(=O)COc2cc(C)ccc2Cl)c(=O)[nH]c1=O
  TAG inh = 2.3 | TAG inh DAPI viability = -3.8

CN(C(=S)NC(=O)C12CC3CC(CC(C3)C1)C2)c1ccc(O)cc1
  TAG inh = 22.1 | TAG inh DAPI viability = 7.7

# Continuation:
Molecule	TAG inh	TAG inh DAPI viability
O=C(C[C@@H]1C/C=C/CC[C@H](Cc2ccc(F)cc2)C(=O)OCCNC1=O)N[C@H](CO)Cc1ccccc1	13.7	-6.3
CC(=O)c1ccc(OCC(O)CN2C(C)(C)CC(O)CC2(C)C)cc1 (stereo not given)	0.6	0.8
CC(=O)Nc1cccc(NC=C(C#N)C#N)c1	17.1	1.5
COc1ccc(N(C(C)=O)c2nc(C)cc(C)c2C#N)c(OC)c1	1.2	0.1
CN(C(=O)COC(=O)CSc1ccccc1)c1c(N)n(Cc2ccccc2)c(=O)[nH]c1=O	-3.4	-1.1
CS(=O)(=O)c1ccc(Cl)c(NC(=O)COC(=O)c2c(Cl)cccc2Cl)c1	-24.8	-4.7
O=C(Oc1ccc(N2C(=O)CCC2=O)cc1)c1ccccc1	-11.3	8.6
CCOC(=O)CCCNC(=O)COC(=O)/C=C/c1ccc2c(c1)OCO2	2.9	-7.6
CCOC(=O)c1ccc(NC(=O)CCN2C(=O)C3CC=CCC3C2=O)cc1 (stereo not given)	-13.8	-7.4
COc1ccc2nc(C3CCCCC3)c3c(c2c1)CCC3	-26.0	8.8
Cc1cc(Cl)ccc1NC(=S)NCc1ccc(Cl)cc1	-7.6	0.3
O=C(Cc1ccc(NS(=O)(=O)c2ccc(Cl)c(Cl)c2)cc1)NCCN1CCOCC1	-15.6	5.6
CCN(CC(=O)Nc1ccc(NC(C)=O)cc1)C(=O)c1ccc(COc2ccc(C(C)(C)C)cc2)cc1	0.3	7.0
CC(Sc1nnnn1-c1ccccc1)C(=O)NC1CCCC1 (stereo not given)	-9.7	1.8
O=C(C[C@H]1C(=O)N(c2ccccc2)C[C@@H]1Cc1ccccc1)Nc1ccc(Br)cc1	-4.5	-4.0
Cc1cccc(Cn2c(NCC(C)O)nc3c2c(=O)n(C)c(=O)n3C)c1 (stereo not given)	-2.8	13.3
CCN(C(=O)CSc1nc2scc(-c3ccccc3)c2c(=O)n1C)C1CCS(=O)(=O)C1 (stereo not given)	22.2	-13.0
CCOc1ccc(C(=O)NCC(=O)NNC(=O)c2ccco2)cc1OCC	9.8	-2.8
COc1cccc(-n2c(SCC(=O)N3CCCCC3)nc3c([nH]c4ccccc43)c2=O)c1	6.7	1.3
O=C(Nc1cccc(S(=O)(=O)N2CCOCC2)c1)C1COc2ccccc2O1 (stereo not given)	-16.3	-6.1

# Given with two lines to a compound: two of the compounds above
# Results follow in this order: TAG inh | TAG inh DAPI viability
- Cc1cccc(Cn2c(NCC(C)O)nc3c2c(=O)n(C)c(=O)n3C)c1 (stereo not given)
  -2.8 | 13.3
- CCN(CC(=O)Nc1ccc(NC(C)=O)cc1)C(=O)c1ccc(COc2ccc(C(C)(C)C)cc2)cc1
  0.3 | 7.0

# (more compounds)
Molecule	TAG inh	TAG inh DAPI viability
CC(C)[C@H](N)c1cn([C@@H](CC(N)=O)C(=O)N2CCNCC2)nn1	2.7	3.0
O=C(NCCN1CCOCC1)C1CCN(S(=O)(=O)c2ccccc2)CC1	2.5	-3.9
CCC(C)c1c(N)n(S(=O)(=O)c2ccc(C)cc2)oc1=O (stereo not given)	8.8	-1.6
C/C(=N/NC(=O)CNC(=O)c1ccncc1)c1ccco1	5.6	-8.5
CCN1CSC(=S)N(Cc2ccc(OC)cc2)C1	2.9	-3.1
CC(C)[N+]1=C2C=CC=CC=C2SC12C([N+](=O)[O-])=CC(=[N+]([O-])[O-])C=C2[N+](=O)[O-] (stereo not given)	10.5	6.2
CCN(CC)CCn1c(NCc2cccc(OC)c2)nc2ccccc21	12.4	-1.2
C[C@H](CO)N1C[C@H](C)[C@@H](CN(C)C(=O)Nc2ccc(F)cc2)OCc2cnnn2CCCC1=O	-3.2	-9.1
CCN1CCN(C(=S)Nc2ccc(Cl)cc2Cl)CC1	-14.4	-7.7
NC(=O)NC1(C(=O)O)CCCC1	-3.3	-2.5
COc1cc2c(cc1OC)C(C(=O)NC1CC1)C1c3ccccc3CCN1C2=O (stereo not given)	-1.8	3.1
O=C(NP(=O)(N1CCCC1)N1CCCC1)C1=C(N2CCOCC2)/C(=C/c2cccc([N+](=O)[O-])c2)CC1	13.5	-12.1
COc1ccc(CN(C)C(=O)CNC(=O)c2sc3ccccc3c2Cl)c(OC)c1	-9.5	8.9
Cc1ccccc1NC(=O)CC1c2ccccc2CC(C)(C)N1C (stereo not given)	-50.9	19.6
CCCNC(=O)COC(=O)c1[nH]c(C)c(C(=O)OCC)c1C	-7.8	9.1
COCCNC(=O)c1cccc(OC2CCN(Cc3ccc(Cl)c(F)c3)CC2)c1	7.6	-14.6
CC(C)Oc1ccc(C2CC(=O)N(c3ccccc3)C2=O)cc1 (stereo not given)	-8.5	4.8
CCCNc1nc2c(c(=O)[nH]c(=O)n2C)n1CCC(C)C	1.7	0.8
COc1ccc2nc(-c3ccccn3)ccc2c1	1.0	11.7
O=C(NCC(F)(F)F)c1ccc(S(=O)(=O)Nc2ccccc2N2CCCC2)cc1	-4.0	1.8
O=C(CSc1nnc(-c2cccnc2)n1-c1ccccc1)NCc1ccc2c(c1)OCO2	-16.1	3.9
COc1ccccc1NC(=O)COC(=O)C1CC2CCCC(C1)C2=O (stereo not given)	-6.3	0.6
CC(C)CCNC(=O)C(=O)NCC1OCCCN1S(=O)(=O)c1cccs1 (stereo not given)	2.9	-4.3
O=C(Oc1ccccc1)N1CCCCC1	-7.0	-9.4
Cc1ccc(C2=NOC(C)(c3sc(-c4ccc(Cl)cc4)nc3C)C2)cc1 (stereo not given)	1.7	0.5
Cc1ccc(SCc2noc(C(=O)NC(C)C)c2C(=O)O)cc1C	-1.8	-1.9

# Pulled by compound from above:
Molecule	TAG inh	TAG inh DAPI viability
CC(C)CCNC(=O)C(=O)NCC1OCCCN1S(=O)(=O)c1cccs1 (stereo not given)	2.9	-4.3
COc1ccccc1NC(=O)COC(=O)C1CC2CCCC(C1)C2=O (stereo not given)	-6.3	0.6
O=C(CSc1nnc(-c2cccnc2)n1-c1ccccc1)NCc1ccc2c(c1)OCO2	-16.1	3.9

# Bioassay records: PubChem BioAssay, Sanford-Burnham Center for Chemical Genomics
